Screening results: PubChem BioAssay, National Center for Advancing Translational Sciences (NCATS)
HTT cytoprotect = cytoprotection in Huntington HTT-Q103 PC12 cell model; PC12 HTT-Q103 induced, cytoprotection, ATP luminescence, 40 h; Potency, µM (doses to about 56.4 µM), for inactives: cytoprotection (ATP increase), hits mostly activators; hit rate 0.14% among 230,000;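 further: % of control where 0% means no effect; nearly all actives have a fitted effect of over 45% in size; toxic huntingtin expression switched on by the ecdysone agonist tebufenozide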
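Readout: ATPlite luminescence (ATP level). Model: stable PC12, inducible Htt exon1 Q103-GFP. Inducer: tebufenozide, 100 nM final. Compounds: dose series. No G418 in medium.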
Tau ThT inhib = inhibitors of human tau fibril formation, thioflavin T binding. hit rate 2.1% among 270,000. P10636. AID 1460. recombinant tau K18 P301L, heparin-induced fibrillization, ThT fluorescence. Potency, µM (top dose mostly 57.4 µM), for inactives: top-dose activity, negative = inhibition, usual class: inhibitors; further: on the % scale 0 is the no-effect control and ±100 the full control effect; nearly all actives have a fitted effect of over 55% in size
Target sequence (P10636 561-689 P618L limits assumed): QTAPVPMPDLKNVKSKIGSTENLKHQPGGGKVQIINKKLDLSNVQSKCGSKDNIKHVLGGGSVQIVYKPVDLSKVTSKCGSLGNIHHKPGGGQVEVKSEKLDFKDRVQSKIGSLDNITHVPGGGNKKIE
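Heparin-induced (20 uM) aggregation of recombinant human K18 P301L tau, 15 uM unlabeled with 0.24 uM labeled, pH 7 acetate buffer, 6 hr at 37 C with compound. Fibrils quantified by 30 uM ThT fluorescence after 1 hr ambient incubation.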
Tau fibril FP = blocks human tau fibril formation measured by polarization | P10636 | K18 P301L tau heparin fibrillization, Alexa594 FP, 6 h | Potency, µM (highest dose often 57.7 µM), without a hit: at the top dose activity, negative = inhibition, usual class: inhibitors | hit rate 0.39% among 280,000; further: on the % scale 0 is the no-effect control and ±100 the full control effect; nearly all actives have a fitted effect of over 55% in size
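Human K18 P301L fragment (15 uM unlabeled plus 0.24 uM Alexa 594-labeled) in 100 mM sodium acetate pH 7 with compound, aggregation induced by 20 uM heparin for 6 hr at 37 C. ThT (30 uM) added for 1 hr, then Alexa 594 FP read.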
TexasRed fluor = Texas Red fluorescence interference in TRb-SRC2 counter-screen. hit rate 0.29% among 280,000. AID 1479. TRb/SRC2 Texas Red total fluorescence interference. Potency, µM (doses to about 106 µM), without a hit: top-dose fluorescence change, negative = quenching; active means well fitted curve in either direction with a large enough effect; inconclusive means small, poorly fitted or top-dose-only effect; further: on the % scale 0 is the no-effect control and ±100 the full control effect
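Human TRb ligand-binding domain at 0.6 uM with 20 nM Texas Red SRC2 peptide in Tris buffer containing 1 uM T3 and 5% DMSO, incubated with compound 5 h at ambient temperature. Total fluorescence (555/632 nm) calculated as parallel + 2 × perpendicular.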
TRb-SRC2 inh = TRbeta-SRC2 interaction inhibition; P10828; TRbeta-SRC2 peptide binding, fluorescence polarization; receptor liganded with 1 µM T3; Potency, µM (series often up to 106 µM), without a hit: at the top dose activity change, negative = inhibition, most hits filed as inhibitors; hit rate 0.065% among 280,000; AID 1469;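 further: plate controls were bound peptide for no effect and peptide without receptor for full effect; nearly all actives have a fitted effect of over 50% in size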
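Read-out is fluorescence polarization (555 nm excitation, 632 nm emission) of a Texas Red SRC2 coactivator peptide; loss of signal reflects blocked binding to human TRb ligand-binding domain in the presence of 1 uM T3.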
Tau fluor counter = counter-screen for tau fibril formation inhibitors; tau K18 P301L Alexa594 fluorescence, heparin fibrillization; Potency, µM (highest dose often 57.7 µM), for inactives: at the highest dose activity change, negative = decrease; hit rate 0.93% among 280,000; AID 1463; further: on the % scale 0 is the no-effect control and ±100 the full control effect; nearly all actives have a fitted effect of over 55% in size
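Human tau K18 P301L (15 uM unlabeled, 0.24 uM Alexa 594-labeled) in 100 mM sodium acetate pH 7 with 20 uM heparin, 6 hr at 37 C. ThT 30 uM added, 1 hr ambient; Alexa 594 FP and total fluorescence read at 555/632 nm.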
RECQ1 inh = blocks DNA unwinding by human RECQ1; RECQ1 DNA unwinding, red fluorescence kinetic read; Potency, µM (titrated, usually from 57.3 µM), without a hit: at the top dose activity, negative = inhibition, usual class: inhibitors; hit rate 0.54% among 240,000;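 further: plate controls were vehicle for no effect and no enzyme for full effect; nearly all actives have a fitted effect of over 30% in size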
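50 nM RECQ1T1 preincubated 15 min with compound in Tris pH 8.0 buffer with MgCl2, DTT, Tween-20 and 2.5 ug/ml poly(dI-dC); started with 200 nM TAMRA/BHQ-2 forked duplex and 2 mM ATP. Unwinding read as fluorescence (525/598 nm), two reads 2 h apart.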
L3MBTL1 block = blocks human L3MBTL1; AlphaScreen L3MBTL1–H3K9me1 peptide binding; Potency, µM (doses to about 57.1 µM), without a hit: at the highest dose activity, negative = inhibition, usual class: inhibitors; hit rate 0.66% among 230,000; further: on the % scale 0 is the no-effect control and ±100 the full control effect; nearly all actives have a fitted effect of over 60% in size
Target sequence (Q9Y468 whole entry, looked up): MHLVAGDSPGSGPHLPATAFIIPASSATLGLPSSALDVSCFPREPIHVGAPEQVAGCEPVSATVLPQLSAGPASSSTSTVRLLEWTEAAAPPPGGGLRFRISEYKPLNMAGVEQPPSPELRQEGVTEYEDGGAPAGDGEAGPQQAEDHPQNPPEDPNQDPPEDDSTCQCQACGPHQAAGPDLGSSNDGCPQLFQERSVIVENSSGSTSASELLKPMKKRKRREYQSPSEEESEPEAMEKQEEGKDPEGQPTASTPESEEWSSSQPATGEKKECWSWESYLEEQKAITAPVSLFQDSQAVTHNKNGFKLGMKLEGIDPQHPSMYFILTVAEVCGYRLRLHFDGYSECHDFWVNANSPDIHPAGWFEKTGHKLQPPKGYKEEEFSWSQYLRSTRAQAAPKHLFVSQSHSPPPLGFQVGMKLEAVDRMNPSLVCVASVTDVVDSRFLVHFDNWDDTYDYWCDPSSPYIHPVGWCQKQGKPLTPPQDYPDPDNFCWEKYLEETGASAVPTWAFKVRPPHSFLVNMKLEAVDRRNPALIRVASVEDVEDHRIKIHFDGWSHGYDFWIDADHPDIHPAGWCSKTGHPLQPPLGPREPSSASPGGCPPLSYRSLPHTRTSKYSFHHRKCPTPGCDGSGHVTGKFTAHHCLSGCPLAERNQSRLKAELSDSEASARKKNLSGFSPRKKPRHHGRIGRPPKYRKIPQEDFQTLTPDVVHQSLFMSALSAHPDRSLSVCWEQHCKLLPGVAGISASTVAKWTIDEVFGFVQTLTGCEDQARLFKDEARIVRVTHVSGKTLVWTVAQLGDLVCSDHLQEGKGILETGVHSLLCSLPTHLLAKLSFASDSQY
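L3MBTL1 (50 nM) pre-complexed 30 min with biotinylated H3(1-15)K9me1 peptide (75 nM), then compounds added for 30 min at room temperature; AlphaScreen streptavidin donor/nickel chelate acceptor beads (10 ug/mL final) read after 30 min dark incubation.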
Active calls of the source: *; i = inactive; u = inconclusive; x = not tested or not shown; & = joins results of further samples; [ ] = dose if it differs, or a comment. Unless noted, the call rests on the fitted dose curve; in most records, active means well fitted curve in the direction sought with a large enough effect; inconclusive means small, poorly fitted or top-dose-only effect, or another doubt; inactive means no such curve, though single readings can be large; an effect the other way counts as inactive or inconclusive. Potency means the concentration at half of the fitted maximal effect.

SMILES | HTT cytoprotect | Tau ThT inhib | Tau fibril FP | TexasRed fluor | TRb-SRC2 inh | Tau fluor counter | RECQ1 inh | L3MBTL1 block
FC(F)(F)c1nc(Sc2ncccc2C(F)(F)F)n[nH]1 | 1%[10 µM] | -1% | 4% | -1% | 5% | 3% | -1% | 2%
Cn1nc(CC(=O)Nc2ncc(Br)s2)c2ccccc2c1=O | -15%[10 µM] | 5% | -6% | 2% | 4% | -1% | i | 15%
CNC(=O)c1sc(-c2ccccn2)nc1C | -25% | 6% | 6% | -2% | -3% | 6% | -6% | 9%
COc1ccc(Cl)cc1NC(=O)NCC1CCN(Cc2ccccc2F)CC1 | x | -7% | -6% | 2% | 8% | -23% | x | x
CC(C)(C)CC(=O)Nc1cc(S(=O)(=O)N2CCOCC2)ccc1N1CCCC1 | -5%[10 µM] | -14% | 7% | -5% | -1% | -17% | -29% | 12%
Cc1ccc2nc(Cl)c(/C=N/Nc3ccc(C(=O)O)cc3)cc2c1 | -85%[inhibitor][10 µM] | x | x | -16% | 1% | x | -5% | x
CCOc1ccc(Cl)cc1/C=N/NC(N)=O | x | 4% | 4% | 4% | 3% | 5% | i | 2%
Cc1ccc(OCC(=O)N2CC3(C)CC2CC(C)(C)C3)cc1 (configuration not stated) | -2%[10 µM] | -4% | u | 0% | -5% | -3% | i | u
NC(=O)NOCc1ccccc1F | -25% | -5% | 3% | 0% | 4% | 2% | -3% | -5%
CCN(CC)CCC(c1cc(OC)c(OC)c(OC)c1)c1c(OC)cc(OC)c2c(-c3ccccc3)cc(=O)oc12 (configuration not stated) | 15%[10 µM] | -8% | 2% | -1%&-2% | -10%&-4% | 5% | -3% | x
COc1cccc(C(c2sc3nc(C)nn3c2O)N2CCc3ccccc3C2)c1 (configuration not stated) | 5%[10 µM] | -13% | 0% | -4% | -4% | -3% | i | -8%
Cc1ccc(NNC(=O)C(=O)N2CCCCC2)cc1 | -16%[1.9 µM] | -11% | 6% | 5% | 0% | -11% | -12% | 10%
COc1ccc(-n2c(C)nc3sc4c(c3c2=O)CCC4)cc1 | 13% | -6% | 0% | -2% | 4% | -11% | 0% | x
O=c1c(S(=O)(=O)c2ccccc2)cn(Cc2ccccc2)c2cc(N3CCCC3)c(F)cc12 | x | 2% | -5% | 9% | 3% | -2% | x | x
CCOc1cc2c(cc1OCC)C(c1c(F)cccc1Cl)CC(=O)N2 (configuration not stated) | x | -8% | 6% | -2% | 4% | -15% | x | x
c1ccc(-c2oc3ncnc(NCCN4CCOCC4)c3c2-c2ccccc2)cc1 | -22% | -11% | -20% | -2% | -14% | -6% | i | x
Cc1ccc(CCNC(=O)NCc2noc3ccc(C)cc23)cc1 | x | -4% | -7% | -1% | 5% | -15% | x | x
CC(Oc1ccc(Cl)cc1)/C(N)=N/O (configuration not stated) | x | -3% | -3% | -4% | -5% | 2% | i | 3%
CNC(=O)NC(=O)C(C)OC(=O)c1oc2ccccc2c1CSc1ccc(Cl)cc1 (configuration not stated) | -30%[10 µM] | 4% | 3% | -2% | -4% | -3% | -13% | 68%[activator]
CCOc1ccc(-n2c(SCC(=O)N3CCCCC3)nc3c([nH]c4ccccc43)c2=O)cc1 | x | -2% | -10% | -2% | 9% | -7% | x | x
O=C(O)CCc1nc2ccccc2n(CCc2ccccc2)c1=O | 0% | -7% | 3% | 5% | -1% | 1% | -13% | -3%
O=c1cc(-c2ccccc2Cl)oc2c(NS(=O)(=O)c3ccccc3C(F)(F)F)ccc(O)c12 | 11%[10 µM] | -10% | -13% | -2% | 0% | u | i | x
COc1cc(/C=C(\C#N)C(=O)Nc2ccc3ccccc3c2)c([N+](=O)[O-])cc1OC | -1%[10 µM] | -25% | 11% | -3% | -3% | -22% | -12% | -4%
CCc1cccc(C)c1NC(=O)c1cc2ccccc2o1 | x | -1% | -4% | -9% | 0% | -7% | x | x
COc1ccc(COc2ccccc2C(=O)Nc2ccccn2)cc1[N+](=O)[O-] | 6%[10 µM] | 1% | 5% | -2% | -4% | 4% | -2% | 12%
Later entries.
SMILES | HTT cytoprotect | Tau ThT inhib | Tau fibril FP | TexasRed fluor | TRb-SRC2 inh | Tau fluor counter | RECQ1 inh | L3MBTL1 block
CCOc1cc(-c2c(C)c(C)nc(N)c2C#N)ccc1O | -8%[10 µM] | 0% | -2% | -1% | 3% | -2% | -1% | 1%
Cc1ccc2nc(SC(C(=O)c3ccccc3)c3ccccc3)nc(C)c2c1 (configuration not stated) | x | -1% | u | 1% | 5% | -8% | -2% | 0%
Cn1c(CN2CCCC(C(=O)c3ccc4c(c3)OCO4)C2)nc2ccccc21 (configuration not stated) | -61%[inhibitor] | -2% | -4% | 0% | 4% | -4% | -8% | -14%
COc1cccc(C(=O)NCC(=O)NNc2ncnc(N)c2[N+](=O)[O-])c1 | 15%[10 µM] | -1% | 9% | -1% | -1% | 6% | 0% | x
CN(C(=O)CCN1C(=O)c2ccccc2C1=O)C1CCCCC1 | -8% | -14% | -6% | 0% | -10% | -9% | -14% | x
N/C(=N\OC(=O)c1cc(-c2ccccc2)nc2ccccc12)c1cccnc1 | 11%[10 µM] | 13% | -2% | -1%[53 µM] | 2%[53 µM] | 9% | 3% | -7%
O=C(O)C1CCN(C(=O)OCc2ccccc2)CC1 | 6%[10 µM] | -2% | 2% | 1% | 10% | -2% | -4% | 7%
COc1cccc(C(=O)NCCCN2CCN(CCCNC(=O)c3cccc(OC)c3)CC2)c1 | 12%[10 µM] | -13% | -4% | 1% | 3% | -4% | -4% | -2%
Cc1nc2c(C(=O)N3CCN(c4ccccn4)CC3)cnn2c(C)c1Cc1cccc(Cl)c1 | -23% | u | 1% | -4% | 3% | -12% | -5% | -3%
CCSc1ncc(Cl)c(C(=O)N(Cc2ccccc2Cl)C2CCS(=O)(=O)C2)n1 (configuration not stated) | x | -8% | -5% | 0% | -4% | -16% | x | x
Cc1ccc(S(=O)(=O)Nc2c(C)nn(C)c2C)cc1 | 13% | -8% | -6% | 1% | -3% | -12% | -2% | x
O=C(CSc1nc(-c2cccs2)nc2cc(=O)[nH]n12)Nc1ccccc1F | x | -11% | -5% | 0% | 3% | -2% | x | -1%
Cn1c(=O)c(C(=O)COc2ccc(C#N)cc2)c(N)n(Cc2ccccc2)c1=O | -2% | -13% | -13% | -1% | 4% | -21% | -1% | x
O=C(CCc1ccccc1)Nc1cc(C(=O)O)cc(C(=O)O)c1 | 7%[10 µM] | -5% | -2% | -3% | -2% | -7% | -3% | 12%
O=C(Cn1c(-c2cccs2)cc2ccccc21)N1CCN(c2ccccc2F)CC1 | x | -1% | -3% | 100µM*[quencher] | -27% | -7% | x | x
CCc1ccccc1NC(=O)Cn1c(=O)n(Cc2ccccc2)c(=O)c2c(C)c(C(=O)N(C)C)sc21 | x | -1% | -4% | -1% | 8% | -20% | x | x
NNC(=O)c1snnc1-c1ccccc1 | -6%[10 µM] | x | -1% | 0% | -2% | 7% | -6% | x
Cn1c(=O)c(=O)n(C)c2cc(N3CCCC3)c(NC(=O)c3ccc(C(C)(C)C)cc3)cc21 | x | -17% | -2% | 1% | -3% | -10% | x | x
NC(N)=Nc1nc(C2COc3ccccc3O2)cs1 (configuration not stated) | 40%[10 µM] | u | 2% | -8% | 6% | -24% | -4% | -4%
COCCN(Cc1ccccc1)C(=O)c1c(C)nn(-c2ccccc2)c1C | 4% | -6% | 3% | 0% | -7% | -5% | 10% | x
CCn1c2c(c(=O)n3ncc(C(=O)Nc4ccc(F)cc4Cl)c13)CN(Cc1ccc(OC)cc1)CC2 | x | u | -11% | -2% | 7% | -11% | x | x
Cc1ccc2oc(=O)c3cc(C(=O)NCCN4CCc5ccccc5C4)sc3c2c1 | x | -18% | -2% | 3% | -5% | -22% | -5% | -13%
CCOc1ccc(CNC(=O)C2CCN(S(=O)(=O)N3CCCC3)CC2)cc1OC | 4% | -3% | -9% | 0% | 6% | 1% | -13% | 6%
COc1ccc(NC(c2nnc(-c3ccccc3)o2)c2ccccc2F)cc1Cl (configuration not stated) | x | -18% | 6% | -1% | -4% | u | x | x
Cc1ccc(C(c2c(C)[nH][nH]c2=O)c2c(C)[nH][nH]c2=O)cc1[N+](=O)[O-] | 11%[10 µM] | -14% | 4% | 0% | 1% | -13% | -1% | 1%
(listing goes on)
SMILES | HTT cytoprotect | Tau ThT inhib | Tau fibril FP | TexasRed fluor | TRb-SRC2 inh | Tau fluor counter | RECQ1 inh | L3MBTL1 block
CN1CCN(CCCN2c3ccccc3Sc3ccc(C(F)(F)F)cc32)CC1 | -94%[inhibitor] | u | 10%&5%&2%&0%&-1%&4% | -2% | -2% | u | -13% | -5%
Cc1cc(C)nc(NS(=O)(=O)c2ccc(NC(=O)CSc3nc4ccccc4[nH]3)cc2)n1 | -18%[10 µM] | -2% | -3% | -4% | -4% | -10% | 7% | 9%
O=C1Oc2ccccc2C(=O)/C1=C\N1CCN(c2ccccc2)CC1 | -39% | -10% | -1% | 0% | 4% | 0% | i | -7%
CC(=O)Nc1ccc(-c2ccc(NC(C)=O)c(O)c2)cc1O | 12%[10 µM] | u | -2% | -8% | 0% | u | -12% | -22%
COC(=O)c1ccccc1OCc1cccc(C)n1 | -2% | -5% | -10% | -2% | -5% | -1% | i | 8%
COCC1CCCN(C(=O)c2ccc(OC3CCN(Cc4ccccn4)CC3)cc2)C1 (configuration not stated) | 20%[10 µM] | -4% | 4% | -2% | 5% | 7% | 3% | -4%
COc1ccccc1-c1ccc(SCc2ccc(F)cc2)nn1 | x | u | -1% | -1% | 7% | -16% | -3% | 22%

An excerpt; count on the stated rates, not on these rows.
